Pf apPOL inh = Pf-apPOL DNA polymerase inhibition. inhibition, % at 10 µM. 210,000 compounds, 0.25% hits. Recombinant Pf-apPOL, molecular beacon fluorescence, 1.5 h
mHTT-CaM PPI inh = mHTT-calmodulin interaction abrogation; 190,000 compounds, 3.6% hits; AlphaScreen His-mHTT/GST-CaM binding, luminescence; inhibition, % at 15 µM;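 further: 0% = both proteins with DMSO and 100% = one protein alone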
Starred values were filed as active, the others as inactive; i = inactive; / = not tested or not shown; & = joins results of further samples. No stated cut-off is given here; in the data, active means inhibition above about 50%; inactive means the rest.

SMILES	Pf apPOL inh	mHTT-CaM PPI inh
Cc1ccccc1C1N2CC3([N+](=O)[O-])CN1CC([N+](=O)[O-])(C2)C3(C)C (stereo not drawn)	2	0
O=C(NC1C2CC3CC(C2)CC1C3)c1ccc(N2CCCC2)c([N+](=O)[O-])c1 (stereo not drawn)	-4	-1
CCn1c(C)c(C(C)=O)c2cc(OCC(O)CNC(C)c3ccccc3)ccc21 (stereo not drawn)	0	8
O=C(O)C1C2C=CC(O2)C1C(=O)NCc1cccc(Cl)c1 (stereo not drawn)	-9	/
O=C(c1cc2ccccc2[nH]1)N1CCOCC1	-6	1
CNC(=O)NCCC1CCN(S(=O)(=O)c2ccc(F)cc2)CC1	4	34
Cc1cccc(C=C2Oc3c(ccc(O)c3CN3CCOCC3)C2=O)c1	-16	28
CCCCNC(=O)NC(=O)c1c(C)cc(Cl)nc1Cl	-5	1
COc1cccc(-n2c(N)c(C#N)c3ccc([N+](=O)[O-])cc3c2=O)c1	-7	/
Cc1ccc(CCN2CC(C(=O)NCCCN3CCC(C)CC3)CC2=O)cc1 (stereo not drawn)	-4	-4
O=C(O)CCCC(=O)Nc1ccccc1-c1ccccc1	-10	/
CCC(=O)Nc1ccc(Br)c(C)c1C	-2	-4
CCCc1c([N+](=O)[O-])cc(C(=O)O)cc1[N+](=O)[O-]	22	/
CC(C)Cc1c(O)nc(SCCN2CCOCC2)[nH]c1=O	-4	-4
O=C(Nc1ccc(N2CCN(Cc3ccccc3)CC2)nc1)c1cccc(F)c1	0	6
CSc1ccc(C2C=C(c3ccc(Cl)s3)Nc3ncnn32)cc1 (stereo not drawn)	0	21
Cc1ccc(C(=O)N2CCN(c3nc(CN4CCOCC4)cs3)CC2)c(C)c1	-2	8
CCOc1ccc(CN2CCC(N3CCCC(C)C3)CC2)cc1 (stereo not drawn)	-5	-1
CCc1cccc(NC(=O)N2CCc3c(nc4cc(-c5ccc(OC)cc5)[nH]n4c3=O)C2)c1	-4	27
O=C(NCC1CCCCC1)c1cccc(CN2C(=O)C3CCCN3C(=O)c3ccccc32)c1 (stereo not drawn)	-4	5
NNC(=O)c1n[nH]c2c1CCCCCCCCCC2	-4	16
Cc1ccc2c(CN3CCC(C)CC3)cc(=O)oc2c1	-8	-17
O=C(NCC1CCCO1)c1cc2n(n1)CCCN(Cc1ccc(F)cc1)C2=O (stereo not drawn)	25	0
O=[N+]([O-])c1ccc2nn(Cc3ccccc3)cc2c1	-1	12
CCN(CC)CCNC(=O)CC1CCN(C(=O)c2[nH]c(C)c(C)c2C)CC1	-2	3
CCOC(=O)N1CCc2nn(CC(=O)Nc3c(C)cccc3C)c(=O)cc2C1	-5	-1
COc1cccc(Oc2coc3c(CN4CCCCC4)c(O)ccc3c2=O)c1	-1	-1
O=C(NC1CC2CC1N(C(=O)Cc1cccnc1)C2)c1cccs1 (stereo not drawn)	0	-5
Cc1cc(C)c(C)c(S(=O)(=O)N2CCOCC2)c1C	2	-1
O=C(CCc1ccnc(N2CCCC2)c1)N1CCOCC1	-11	-2
O=C(CN1C(=O)CCCc2ccccc21)NCc1cccc(F)c1	-1	5
COc1ccc(CNCc2ccc(C)cc2C)cc1	-4	-10
Fc1ccc(CN2CCc3nc(Nc4ccccc4)ncc3C2)cc1F	-2	44
COC(=O)c1ccc2c(c1)CC(CNC(=O)c1ccc(C)cc1C)O2 (stereo not drawn)	-4	-5
C=CCc1cc(C)ccc1OCCN1CCN(C)CC1	-7	4
COc1ccc(/C=C/C(=O)NCCc2cc3c(OC)ccc(OC)c3[nH]c2=O)cc1OC	-12	35
Cc1ccc(NC(=O)Cn2cccc2-c2nnc(C3CCC3)o2)c(C)c1	-3	0
O=S(=O)(c1ccccc1)c1nc(Cc2ccccc2)oc1N1CCCCCC1	68*	23
CC(C)c1ccc(C(=O)NC2=NCCS2)cc1	-5	1
CN(C)C(=O)c1cc2c(s1)CCC(C(=O)NCc1ccccc1)C2 (stereo not drawn)	-3	0
CCNC(=O)N1CCCC(c2cccc(C(=O)NCCN3CCOCC3)c2)C1 (stereo not drawn)	-9	5
Cc1nc(Cl)c(C(=O)NC(=O)Nc2ccccc2C(F)(F)F)c(C)c1[N+](=O)[O-]	-9	0
O=C(Nc1c(-c2ccccc2)nc2ccccn12)c1cccc([N+](=O)[O-])c1	3	10
O=C1CC(N2CCN(c3ccc(O)cc3)CC2)C(=O)N1c1ccccc1Cl (stereo not drawn)	-2	4
COc1ccc(S(=O)(=O)N2CCc3nc(NC(=O)c4cccs4)sc3C2)cc1	-4	12
O=C(CNS(=O)(=O)c1ccc(Br)s1)Nc1ccc2c(c1)OCCO2	-3	-3
CCC(=O)Nc1cccnc1-c1ccc(C(=O)NCCC2=CCCCC2)cc1	1	25
Cc1cccc(CNC(=O)c2cn3ccc(C)cc3n2)c1	0	-3
CCCNc1cc(N2CCC(CCC(=O)N3CCN(C(=O)OCC)CC3)CC2)ncn1	4	12
COc1ncc(C(=O)N2CCc3ccccc3C2)cn1	1	-6
CC1CCc2c(sc3nc(-c4cccs4)oc(=O)c23)C1 (stereo not drawn)	3	-6&4
O=S(=O)(NCCc1ccc(F)cc1)c1ccc(F)cc1	-4	-4
COc1ccccc1NS(=O)(=O)c1c(C)cc(C)c([N+](=O)[O-])c1C	5	-6
CC(C)Oc1ccc(C(=O)N2CCCCC2CCN2CCCCCC2)cc1 (stereo not drawn)	-9	-1
Cc1ccc(NC(=O)N2CCc3nc[nH]c3C2)c(Cl)c1	-1	9
Cc1ccc2nc(N=C(N)N)nc(C)c2c1	/	-7
CN(C)c1ccc(C=Nc2ccccc2O)cc1[N+](=O)[O-]	2	13
O=C(Nc1ccc(F)cc1F)N1CCc2nc(-c3ccccc3)ncc2C1	-5	-11
O=C1CSC(c2cccc(Br)c2)N1c1cccc(C(F)(F)F)c1 (stereo not drawn)	-2	-37
Cn1cc(C(=O)NCc2ccccn2)c2c3ccccc3n(C)c2c1=O	-7	1
Continued.
SMILES	Pf apPOL inh	mHTT-CaM PPI inh
CCNC(=O)c1cc2cccc3c2n1CCS3	-2	0
CSc1ccc(NC(=O)CN2C(=O)C3CCCN3C(=O)c3cc(C)ccc32)cc1 (stereo not drawn)	-2	6
O=C(NC1CCCC1)c1ccc2c(c1)nc1n2CCN(c2ccccc2)C1=O	1	-7
CCC(=O)N1CCCC(c2nc(CC)cs2)C1 (stereo not drawn)	-2	-1
Cn1c(=O)c2c(SCC(=O)NC3CCCCC3)nc(-c3cccs3)nc2n(C)c1=O	-4	-7
Cc1cn2nnc(C(=O)N3CCN(c4ccccc4)CC3)c2c(=O)[nH]1	-4	-13
O=C(CN1C2=NCCCN2c2ccccc21)c1ccc(F)cc1	-4	-1
Cc1nc(C)c(C(=O)NCCn2ncc3c(N4CCCCC4)ncnc32)s1	-6	-8
Cc1nnc(SC(=O)Cn2c3ccccc3c3ccccc32)s1	-1	-2
O=C(CSc1nc2c(c(=O)n1-c1ccc(F)cc1)SCC2)NCc1ccccc1	-4	-3
O=[N+]([O-])c1ccc(NS(=O)(=O)N2CCCCC2)cc1	0	-4
Cc1ccc(CNC(=O)N2CC=C(c3cn(C)c4ncccc34)CC2)cc1	4	25
Cc1nc(NC(=O)CN2CCN(c3ccccc3)C2=O)sc1C(=O)N(C)C	-7	-12
O=C(NCC(O)c1ccoc1)NC1CCCCC1 (stereo not drawn)	-3	0
CCOc1ccc(C(=O)Nc2ccc(-n3nncc3-c3ccccc3)cc2)cc1OCC	-3	20
O=C(CCS(=O)(=O)c1cccc2nsnc12)Nc1ccc(F)cc1	-2	5
Cc1cc(C)cc(C(=O)N2CCCC(C(=O)NCCN3CCCC3)C2)c1 (stereo not drawn)	-2	-3
Cc1nc2ccccc2n1CC(O)COc1ccccc1Cl (stereo not drawn)	-5	58*
Cc1ccc(NC(=O)c2ccncc2)cc1	-6	-2
CCc1ccccc1N1CC(C(=O)O)CC1=O (stereo not drawn)	0	-4
O=S(=O)(Nc1ccccc1)c1ccc2nsnc2c1	1	-4
O=C(CSc1nc2ccsc2c(=O)n1Cc1ccccc1F)NCc1ccccc1	-3	1
Cc1ccc(C2CCCN2C(=O)Nc2ccc(F)cc2F)cc1 (stereo not drawn)	2	-16
CCOc1ccccc1/C=C1N=C(/C=C/c2ccccc2OC)OC/1=O	4	-18
Cc1cccc(NC(=O)c2ccc3c(c2)N(S(C)(=O)=O)CC3)c1C	1	-2
CN1CCN(C(=O)C2CCCN(c3ncc(-c4cccc(F)c4)cn3)C2)CC1 (stereo not drawn)	-1	10
CN(C(=O)c1cccs1)c1ccccc1C(=O)O	-8	-2
CC(=O)NC1CC(C)(C)NC(C)(C)C1	0	3
CC(=O)NC1=NN(C(C)=O)C(/C(Cl)=C/c2ccc([N+](=O)[O-])cc2)S1 (stereo not drawn)	-7	14
Cc1ccn2cc(C(=O)NC3CCCCC3)nc2c1	-3	-4
COc1cc(C=O)cc(OC)c1OC(F)F	-4	-4
Cc1ccc(CC(=O)N2CCCN(c3ncccc3-c3nc(C4CC4)no3)CC2)cc1	-2	-7
COc1cc(C2Nc3ccc4ncccc4c3C3=C2C(=O)CC(C)(C)C3)ccc1O (stereo not drawn)	10	17
O=C(CC1CCN(C(=O)NC2CCCCC2)CC1)NC1CC1	-4	-4
COc1ccc(C(=O)Nc2ccc(I)cc2C)cc1Cl	-11	-3
CCOc1cccc(-c2nnc(NC(=O)Nc3ccccc3C)s2)c1	9	2
N#CCN(CC#N)S(=O)(=O)c1cc(Cl)ccc1Cl	/	-3
O=C1NC(=O)N(Cc2ccco2)C(=O)/C1=C/c1cn(Cc2ccc(Cl)cc2)c2ccccc12	0	17
COc1ccc(CN2CCc3nc(Nc4ccc(F)cc4F)ncc3C2)c(OC)c1OC	-5	53*
NC(=NO)c1nccnc1Oc1cccc(C(F)(F)F)c1	-2&-2	/
COc1ccc2sc(OC3CCN(C(=O)NC(C)C)CC3)nc2c1	-35	-5
Nc1ncnc(NCc2cccc(Cl)c2)c1[N+](=O)[O-]	2	3
CC(=O)N(C1=C(N(C)C)C(=O)c2ccccc2C1=O)c1cccc(Cl)c1	-7	18
COc1cc(-c2ccc(/C=C/c3[nH]c(=O)[nH]c(=O)c3[N+](=O)[O-])o2)c(OC)cc1Cl	-5&-3	19&6
Cc1ccc(NC(=O)Cn2c3ccccc3c(=O)c3ccccc32)cc1F	0	-12
Cc1ccc(CNC(=O)c2cc(C)n3nccc3n2)cc1C	-2	-16
N/C(=N\O)C1COc2ccccc2O1 (stereo not drawn)	2	i
CCCCC(=O)NC(c1ccco1)c1cc(Cl)c2cccnc2c1O (stereo not drawn)	-1	66*
N#CC(C#N)=CNCCSc1ccc(C(F)(F)F)cn1	-16	/
COc1ccccc1-n1nc(C(=O)Nc2cccc(C)n2)c2ccccc2c1=O	-8	11
CCc1onc(C)c1C1CCCN1C(=O)c1cc(C)on1 (stereo not drawn)	1	-4
CCOC(=O)c1oc(C(=O)O)c2c1OCCO2	/	-1
Cc1ccccc1CNC(=O)C1(C)CCCN(C(=O)Nc2cc(Cl)ccc2C)C1 (stereo not drawn)	3	-8
Cc1c(C(=O)NC(C)(C)C)oc2ccc(S(=O)(=O)N3CCCC(C)C3)cc12 (stereo not drawn)	4	-1
COC(=O)C(C)Oc1ccc2c(=O)c(-c3ccccc3)coc2c1 (stereo not drawn)	-4	-4
O=C(Nc1cccc(-c2nc3ccccc3o2)c1)c1ccccc1I	-4	-4
COc1cccc(C2=NOC(C(=O)Nc3cccc(C(F)(F)F)c3)C2)c1OC (stereo not drawn)	-1	-16
Cc1ccnc(N2CCCC(C(=O)NCCCN(C)c3ccccc3)C2)n1 (stereo not drawn)	-5	6
COc1cccc(Nc2ncc3c(n2)CCN(Cc2ccc(OC)c(OC)c2)C3)c1	-7	35
CCNC(=O)N1CCC(c2nc(C)ccc2C(=O)N(C)C2CCCCC2)CC1	-4	10
O=C(c1ccccc1F)n1nnc2ccccc21	-2	0
CCOc1nccnc1NC1CCN(C(=O)c2ccnn2CC)CC1	-5	1
O=[N+]([O-])c1ccc(CNC2CCCc3ccccc32)cc1 (stereo not drawn)	4	-18

A draw from above in order of length of the SMILES, high to low.
SMILES	Pf apPOL inh	mHTT-CaM PPI inh
Cc1ccccc1C1N2CC3([N+](=O)[O-])CN1CC([N+](=O)[O-])(C2)C3(C)C (stereo not drawn)	2	0
Cc1nc(Cl)c(C(=O)NC(=O)Nc2ccccc2C(F)(F)F)c(C)c1[N+](=O)[O-]	-9	0
CC(=O)NC1=NN(C(C)=O)C(/C(Cl)=C/c2ccc([N+](=O)[O-])cc2)S1 (stereo not drawn)	-7	14
COc1cccc(-n2c(N)c(C#N)c3ccc([N+](=O)[O-])cc3c2=O)c1	-7	/
CCOc1ccc(C(=O)Nc2ccc(-n3nncc3-c3ccccc3)cc2)cc1OCC	-3	20
CCN(CC)CCNC(=O)CC1CCN(C(=O)c2[nH]c(C)c(C)c2C)CC1	-2	3
Cc1ccc(C(=O)N2CCN(c3nc(CN4CCOCC4)cs3)CC2)c(C)c1	-2	8
CCCc1c([N+](=O)[O-])cc(C(=O)O)cc1[N+](=O)[O-]	22	/
Cc1ccc(NC(=O)Cn2cccc2-c2nnc(C3CCC3)o2)c(C)c1	-3	0
Cc1ccc(NC(=O)Cn2c3ccccc3c(=O)c3ccccc32)cc1F	0	-12
CN(C)C(=O)c1cc2c(s1)CCC(C(=O)NCc1ccccc1)C2 (stereo not drawn)	-3	0
O=C1CSC(c2cccc(Br)c2)N1c1cccc(C(F)(F)F)c1 (stereo not drawn)	-2	-37
O=[N+]([O-])c1ccc(NS(=O)(=O)N2CCCCC2)cc1	0	-4
O=C(O)C1C2C=CC(O2)C1C(=O)NCc1cccc(Cl)c1 (stereo not drawn)	-9	/
Cc1ccc(C2CCCN2C(=O)Nc2ccc(F)cc2F)cc1 (stereo not drawn)	2	-16
CCOc1ccc(CN2CCC(N3CCCC(C)C3)CC2)cc1 (stereo not drawn)	-5	-1
NC(=NO)c1nccnc1Oc1cccc(C(F)(F)F)c1	-2&-2	/
COc1ccc(C(=O)Nc2ccc(I)cc2C)cc1Cl	-11	-3
COc1ncc(C(=O)N2CCc3ccccc3C2)cn1	1	-6
CN(C(=O)c1cccs1)c1ccccc1C(=O)O	-8	-2
O=C(c1cc2ccccc2[nH]1)N1CCOCC1	-6	1
